Assay outcomes from PubChem.
OXTR ag: agonists of human oxytocin receptor; P30559; CHO-OTR cells, Fluo-8 calcium fluorescence; normalized: DMSO 0%, oxytocin 100%; activation, % at 3 µM; hit rate 0.32% among 320,000; AID 2435;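 active means activation above the mean of all tested compounds plus 3 SD, cutoff set per screening run, cut at about 20% in these data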;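 further: peak over basal fluorescence ratio from a 100 s FLIPR kinetic read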
Target sequence (P30559 whole entry, looked up): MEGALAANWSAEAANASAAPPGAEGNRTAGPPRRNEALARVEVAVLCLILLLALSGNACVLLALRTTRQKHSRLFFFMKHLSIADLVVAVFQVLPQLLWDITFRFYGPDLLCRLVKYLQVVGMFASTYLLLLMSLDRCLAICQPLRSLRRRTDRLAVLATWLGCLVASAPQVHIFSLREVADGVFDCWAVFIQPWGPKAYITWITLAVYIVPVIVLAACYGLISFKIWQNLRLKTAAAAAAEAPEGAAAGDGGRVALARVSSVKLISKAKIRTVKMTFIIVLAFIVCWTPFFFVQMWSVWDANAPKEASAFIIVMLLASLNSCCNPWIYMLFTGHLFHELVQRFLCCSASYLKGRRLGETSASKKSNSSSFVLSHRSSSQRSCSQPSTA
IMP-1 inhibitor: inhibitors of Pseudomonas aeruginosa IMP-1 metallo-beta-lactamase. purified IMP-1, nitrocefin hydrolysis, epi-absorbance fluorescence. inhibition, % at 5.6 µM. hit rate 0.45% among 290,000;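 active means inhibition above the mean plus 3 SD of all compounds in the same screening run, cut at about 4.5% in these data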;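 further: 0% = IMP-1 with DMSO and 100% = DMSO wells lacking enzyme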
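System: purified IMP-1; amount: IMP-1 0.2 nM before substrate addition; compound: single dose, 5.6 µM; times: 25 °C, 15 min preincubation, 25 min reaction; signal: Epi-absorbance via hydrolysed-nitrocefin quenching of white-plate fluorescence, 480/530 nm, EDTA stop; benchmarks: DMSO with and without IMP-1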
GPR7 antag: blocks human GPR7 receptor signaling | GPR7-expressing cells, fluorescence antagonist assay | inhibition, % at 4.4 µM | hit rate 1.1% among 290,000 | AID 1861; in the data active means inhibition above about 16%, passing the limit was not always enough;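 further: cells stimulated with the agonist NPW; 0% = agonist with vehicle and 100% = vehicle without agonist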
Target sequence (P48145 whole entry, looked up): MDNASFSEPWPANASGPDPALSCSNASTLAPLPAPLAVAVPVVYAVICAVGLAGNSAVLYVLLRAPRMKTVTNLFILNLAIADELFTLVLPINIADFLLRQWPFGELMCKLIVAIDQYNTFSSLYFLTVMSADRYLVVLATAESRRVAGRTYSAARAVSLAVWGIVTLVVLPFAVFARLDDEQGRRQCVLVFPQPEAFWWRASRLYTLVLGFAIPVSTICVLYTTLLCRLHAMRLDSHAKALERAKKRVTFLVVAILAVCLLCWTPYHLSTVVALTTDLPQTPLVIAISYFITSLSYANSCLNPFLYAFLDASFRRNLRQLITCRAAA
HCV NS3 hel inh: blocks Hepatitis C virus NS3 helicase unwinding. NS3 helicase DNA unwinding, Cy5 molecular beacon fluorescence. inhibition, % at 10.9 µM. hit rate 0.56% among 290,000. AID 1800;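 active means inhibition above the mean of all tested compounds plus 3 SD, set per campaign, cut at about 35% in these data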;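 further: 0% = DMSO wells and 100% = thioflavine S control wells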
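Material: hepatitis C virus NS3 helicase domain fragment enzyme; measured by: Cy5 fluorescence, 0 and 60 min reads; control set: DMSO and thioflavine S; incubation: 60 min unwinding reaction at 25 °C after ATP addition; read-out basis: % inhibition from 60/0 min fluorescence ratio, DMSO 0%, thioflavine S 100%; repeats: singlicate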
VIM-2 inh: inhibitors of Pseudomonas aeruginosa VIM-2 metallo-beta-lactamase. purified VIM-2, nitrocefin hydrolysis, epi-absorbance fluorescence. inhibition, % at 5.6 µM. hit rate 0.89% among 290,000;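 active means inhibition above the mean of all tested compounds plus 3 SD, cutoff set per screening run, cut at about 7.5% in these data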;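 further: red hydrolysis product quenches plate fluorescence so inhibitors raise well fluorescence; 0% = enzyme with DMSO and 100% = DMSO without enzyme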
PHOSPHO1 block: inhibitors of human PHOSPHO1 phosphatase; Q8TCT1; recombinant PHOSPHO1, absorbance phosphatase assay; inhibition, % at 13.3 µM; hit rate 1.1% among 290,000; in the data active means inhibition above about 60%
Target sequence (Q8TCT1 whole entry, looked up): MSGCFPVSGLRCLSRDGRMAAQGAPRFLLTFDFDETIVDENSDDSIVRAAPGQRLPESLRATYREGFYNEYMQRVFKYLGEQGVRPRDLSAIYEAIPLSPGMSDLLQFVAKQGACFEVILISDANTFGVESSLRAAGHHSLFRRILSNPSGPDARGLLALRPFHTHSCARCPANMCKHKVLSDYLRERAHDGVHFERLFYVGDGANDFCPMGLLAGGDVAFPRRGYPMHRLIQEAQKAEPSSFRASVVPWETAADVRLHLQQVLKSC
GalR3 antagonist: blocks the human galanin receptor 3 | O60755 | hit rate 0.44% among 360,000 | inhibition, % at 3 µM | HEK293 GalR3-CNG cAMP membrane potential fluorescence; galR3 body fused to GalR1 C-terminus;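 active means inhibition above the screen-wide average plus 3 SD, cut at about 13% in these data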;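 further: forskolin and galanin both at EC90 stimulate the cells; cAMP rise reported by CNG channel membrane potential dye signal; 0% = forskolin plus galanin with DMSO and 100% = forskolin alone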
V1aR counter: activates human V1a receptor in oxytocin agonist counter-screen; CHO-V1R cells, Fluo-8 calcium fluorescence, agonist mode; 0% DMSO, 100% 3 nM vasopressin; AID 2797; activation, % at 3 µM; hit rate 0.25% among 320,000;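 active means activation above the mean activation of all tested compounds plus 3 SD, per screening run, cut at about 20% in these data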;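 further: signal is peak over basal fluorescence ratio across a 100 second FLIPR read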
FID counter: displaces DNA intercalator in HCV helicase counter-screen; DNA fluorescent intercalator displacement, fluorescence; inhibition, % at 7.9 µM; hit rate 0.17% among 290,000; in the data active means inhibition above about 37%;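 further: 0% = vehicle and 100% = reference compound; higher means more ethidium bromide displaced from hairpin DNA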
Active calls of the source: *; x = no result given.

SMILES | OXTR ag | IMP-1 inhibitor | GPR7 antag | HCV NS3 hel inh | VIM-2 inh | PHOSPHO1 block | GalR3 antagonist | V1aR counter | FID counter
CCc1ccccc1NC(=O)c1ccc(F)c(S(=O)(=O)N2CCC(C(N)=O)CC2)c1 | 0.0 | -1.1 | -1 | -5 | -1.6 | 22 | 2 | -0.3 | -7
Cc1cc(C)cc(N(CC(=O)Nc2cccc(C)c2C)S(=O)(=O)c2c(C)[nH]c(=O)[nH]c2=O)c1 | 0.2 | -1.5 | -5 | 0 | -0.5 | 32 | -9 | 0.6 | -49
COCCN(C(=O)c1ccccc1)c1nc(-c2ccc(OC)cc2)cs1 | 0.8 | -4.2 | -12 | -7 | -4.4 | 34 | -10 | 2.0 | -27
O=C(/C=N/O)NCCCN1CCCCCC1 | -0.9 | -4.1 | -10 | -5 | -3.6 | 12 | -5 | 1.3 | 0
COCc1[nH][nH]c(=O)c1C=Nc1ccc(F)cc1F | 0.0 | -1.0 | -6 | 5 | -3.9 | 4 | -2 | 1.2 | 0
C[N+]1(CCOC(=O)C2(c3ccccc3)CCCC2)CCCCC1 | -0.4 | -4.2 | 3 | -2 | 0.7 | -12 | -4 | -0.3 | 5
Cc1nc2n[nH]c(N)c2c2c1COC(C)(C)C2 | 0.2 | -4.4 | -3 | -12 | -3.1 | -6 | 3 | -0.8 | 0
Cn1c(CO)cnc1SCc1ccc([N+](=O)[O-])cc1 | -0.9 | -3.0 | -3 | 10 | 1.1 | 3 | 2 | -0.2 | 1
NC(=O)NC(=O)COC(=O)c1sc2ccccc2c1Cl | -0.1 | -3.3 | -18 | 14 | -0.4 | -4 | 5 | -1.1 | 0
OCCC1CN(Cc2ccc3cc(Cl)ccc3n2)CCN1Cc1ccsc1 (stereo unspecified) | -0.1 | -2.5 | 1 | -10 | -4.8 | 44 | -2 | 2.4 | 8
O=C(Nc1nc(-c2ccccn2)cs1)C1CCCC1 | -1.3 | -0.6 | 14 | 3 | 1.6 | 4 | -8 | -1.5 | -9
COc1ccc(C(=O)NNC(=O)c2ccccc2[N+](=O)[O-])cc1Br | -0.4 | -1.8 | 8 | -4 | -2.7 | 7 | -5 | 0.7 | 0
Cc1cccc(C(=O)N[C@H](C(=O)NCCc2ccc(S(N)(=O)=O)cc2)C(C)C)c1 | 0.3 | -3.0 | -2 | 4 | -1.9 | 28 | 3 | 0.0 | -14
CN(C)CCOC(=O)NCC12CC3CC(CC(C3)C1)C2 | 0.7 | 0.0 | -6 | -5 | 0.7 | 27 | -5 | 8.8 | 7
N#CCCn1cc(C=C(C#N)C#N)c(-c2ccc(-c3ccccc3)cc2)n1 | 1.1 | -0.5 | -3 | -5 | -0.2 | 6 | 0 | 0.5 | -7
COC(=O)CCC(=O)NS(=O)(=O)c1ccc(N=NN2CCOCC2)cc1 | 1.4 | -0.3 | 2 | -5 | 1.5 | 16 | -9 | 1.0 | -2
O=S(=O)(c1ccccc1C(F)(F)F)N1CCN(CC(O)COc2ccccc2F)CC1 (stereo unspecified) | x | 1.3 | 25 | -14 | -3.1 | x | -6 | x | -9
Cc1ccc(N(CC(=O)O)C2SC(=O)NC2=O)cc1 (stereo unspecified) | -0.2 | -1.8 | -5 | 1 | -1.2 | -3 | 0 | 0.8 | 6
COCc1cc(Sc2ccc(OC)cc2)nc(-c2ccccc2)n1 | 0.3 | -2.8 | -1 | 0 | -0.2 | 24 | 3 | 0.8 | 4
CC1CCN(S(=O)(=O)c2ccc(C(=O)Nc3nnc(-c4ccncc4)o3)cc2)CC1 | -2.0 | -2.7 | -7 | 20 | -0.6 | -13 | -5 | -0.9 | -47
COc1ccc(Cc2nc3ccc(C(=O)N(C)Cc4nccs4)cc3o2)cc1OC | 10 | 1.2 | -8 | 13 | 0.3 | 42 | 1 | 8.4 | -36
COc1ccccc1N1CCN(S(=O)(=O)c2c(C)[nH]c(C)c2C(=O)N2CCCCC2)CC1 | -0.2 | 2.9 | -18 | 2 | 0.7 | 22 | 6 | -0.3 | -37
O=C(NNC(=O)c1ccccc1[N+](=O)[O-])c1cnccn1 | 0.3 | -2.3 | -10 | -3 | -2.6 | 12 | 2 | 0.3 | -1
Clc1cccc(N/N=C/c2ccc(N3CCOCC3)cc2)c1 | -1.1 | -2.0 | 1 | -6 | -1.4 | 12 | -5 | -0.7 | 4
COC(=O)c1ccccc1NC(=S)NC(NC(=O)c1ccco1)C(Cl)(Cl)Cl (stereo unspecified) | -0.7 | -3.3 | -7 | 2 | -9.4 | -7 | x | -0.5 | -5
c1ccc(-c2ccc(CNC3CC3)cc2)cc1 | x | -2.0 | 8 | -10 | -0.1 | 29 | -4 | x | 7
O=C(COc1ccc2c(c1)C(=O)CC1(CCCCC1)O2)NCc1ccccn1 | 4.7 | -4.2 | -2 | 10 | -5.0 | -7 | -6 | 5.3 | -31
Fc1ccc(N2CCN(C3=Nc4cccc5cccc3c45)CC2)cc1 | -1.6 | -2.1 | 20 | -28 | 0.8 | 22 | -2 | -0.7 | 35
CCCCOC(=O)Nc1cc(C)c(Cl)cc1OC | -2.3 | -5.0 | -12 | -2 | -2.3 | -12 | -3 | -1.5 | -1
CCCC(=O)Nc1cc(C(F)(F)F)ccc1N1CCOCC1 | -2.5 | -2.1 | -4 | 10 | -1.1 | -3 | -2 | -1.4 | -7
O=C1/C(=C/c2cccc3ccccc23)CCCc2ccccc21 | -1.3 | -4.0 | -17 | -8 | -0.9 | 2 | -1 | -0.5 | -4
c1ccc(Nc2nc3ccccc3o2)cc1 | -1.4 | -4.1 | -1 | -2 | -3.7 | 17 | -9 | -1.6 | -3
CCCCNC(=S)N/N=C/c1cccc(OCC)c1O | 0.6 | -3.0 | -14 | 2 | -2.5 | -8 | 0 | 0.9 | -11
CC(C)c1nnc(NC(=O)CCS(=O)(=O)Cc2ccccc2)s1 | -0.1 | -7.0 | -1 | 4 | -0.5 | 12 | -7 | -0.8 | -4
O=C(Nc1ccc(N2CCCCC2)cc1)c1cncc(Br)c1 | -1.9 | -4.2 | -15 | -4 | -3.7 | -90 | -4 | 0.1 | -11
Cc1nn(CC(=O)N/N=C/c2ccc3c(c2)OCO3)c(C)c1Br | -0.2 | -1.4 | -1 | 5 | 0.3 | -15 | 1 | 0.0 | 4
CCCC(=O)N(CCN1CCOCC1)c1nc2c(C)cccc2s1 | -0.1 | -1.3 | 9 | -10 | -2.7 | 34 | x | -0.2 | -13
CS(=O)(=O)N1CCCC(C(=O)Nc2ccc(F)cc2F)C1 (stereo unspecified) | -1.2 | -3.0 | -3 | -3 | -2.0 | -19 | -5 | 1.3 | 2
Cc1cc(C)n2nc(SCc3ccc(C#N)cc3)nc2n1 | 1.2 | -2.8 | -18 | -2 | -0.6 | 48 | -10 | 1.6 | -14
COc1ccccc1Cn1c(=S)[nH]c2cc(C(=O)N3CCC(C(N)=O)CC3)ccc2c1=O | 0.5 | -0.6 | 25* | 2 | -1.9 | -4 | -1 | 0.6 | -34
CCCN(C(=O)CSc1nnnn1C)C1CCS(=O)(=O)C1 (stereo unspecified) | -0.8 | -1.8 | -11 | 3 | -1.4 | 44 | -6 | -0.8 | -1
Cc1ccc(NC(=O)c2ccnc(C(C)(C)C)c2)cc1 | -2.6 | -3.8 | -14 | 0 | -0.8 | 2 | -3 | -0.9 | -19
CCOC(=O)c1csc(NC(=O)CN2CCOCC2)n1 | 1.7 | -2.5 | -19 | -1 | -6.6 | 33 | -10 | 0.7 | -4
O=C(O)C1C2C=CC(C3CC23)C1C(=O)O (stereo unspecified) | 0.7 | -5.5 | -21 | 0 | 0.3 | -1 | -4 | 0.3 | -4
O=C(c1cccc(C(F)(F)F)c1)C1CCCN(Cc2cccc(OCCO)c2)C1 (stereo unspecified) | 1.9 | -0.1 | -4 | 4 | 0.1 | -2 | -6 | 7.3 | 4
CC1CCN(S(=O)(=O)c2cnc[nH]2)CC1 | -0.2 | -2.5 | -9 | -2 | -2.8 | 17 | 1 | 1.0 | -6
O=C(Nc1ccccc1N1CCOCC1)c1ccc(OCc2cscn2)cc1 | 0.7 | -5.0 | -13 | 3 | -4.6 | 10 | -10 | 2.5 | -33
O=C(NC(=S)NCc1ccccc1)C1CC1 | -0.5 | -2.2 | -13 | 17 | -3.5 | 28 | -1 | 0.6 | -1
COc1ccc(C2CCN(Cc3cccnc3)CC2O)cc1 (stereo unspecified) | -0.8 | -3.3 | -14 | 14 | -5.9 | -7 | -3 | 0.7 | -2
COc1ccc(N2C(=O)CSCC2=O)cc1OC | 1.2 | -1.7 | 1 | -2 | 1.7 | -128 | -7 | 0.4 | -1
COc1cccc(CN(C)C(=O)CNC(=O)c2ccc(-c3ccccc3)cc2)c1OC | 4.0 | -1.8 | 15 | -14 | -1.4 | 30 | 53* | 8.0 | -41
CCOC(=O)c1nc2cc3n(c(C)c-2c1C)C(C)C(C)=C3C (stereo unspecified) | -0.1 | -3.6 | -7 | 5 | -0.7 | -4 | -3 | -0.1 | 3

Grouped by structure: the entries above with an NH in an aromatic ring
SMILES | OXTR ag | IMP-1 inhibitor | GPR7 antag | HCV NS3 hel inh | VIM-2 inh | PHOSPHO1 block | GalR3 antagonist | V1aR counter | FID counter
Cc1cc(C)cc(N(CC(=O)Nc2cccc(C)c2C)S(=O)(=O)c2c(C)[nH]c(=O)[nH]c2=O)c1 | 0.2 | -1.5 | -5 | 0 | -0.5 | 32 | -9 | 0.6 | -49
COCc1[nH][nH]c(=O)c1C=Nc1ccc(F)cc1F | 0.0 | -1.0 | -6 | 5 | -3.9 | 4 | -2 | 1.2 | 0
Cc1nc2n[nH]c(N)c2c2c1COC(C)(C)C2 | 0.2 | -4.4 | -3 | -12 | -3.1 | -6 | 3 | -0.8 | 0
COc1ccccc1N1CCN(S(=O)(=O)c2c(C)[nH]c(C)c2C(=O)N2CCCCC2)CC1 | -0.2 | 2.9 | -18 | 2 | 0.7 | 22 | 6 | -0.3 | -37
COc1ccccc1Cn1c(=S)[nH]c2cc(C(=O)N3CCC(C(N)=O)CC3)ccc2c1=O | 0.5 | -0.6 | 25* | 2 | -1.9 | -4 | -1 | 0.6 | -34
CC1CCN(S(=O)(=O)c2cnc[nH]2)CC1 | -0.2 | -2.5 | -9 | -2 | -2.8 | 17 | 1 | 1.0 | -6

2 entries drawn at random from the list so far, as already listed:
SMILES | OXTR ag | IMP-1 inhibitor | GPR7 antag | HCV NS3 hel inh | VIM-2 inh | PHOSPHO1 block | GalR3 antagonist | V1aR counter | FID counter
Cc1cccc(C(=O)N[C@H](C(=O)NCCc2ccc(S(N)(=O)=O)cc2)C(C)C)c1 | 0.3 | -3.0 | -2 | 4 | -1.9 | 28 | 3 | 0.0 | -14
CN(C)CCOC(=O)NCC12CC3CC(CC(C3)C1)C2 | 0.7 | 0.0 | -6 | -5 | 0.7 | 27 | -5 | 8.8 | 7
